# Abeta rescue – qHTS for compounds that reverse cellular toxicity of Amyloid beta (A-beta) peptide in yeast: Primary Screen | yeast expressing A-beta42, growth rescue, OD600, 48 h; response scale: 0% DMSO, 100% iron-clioquinol control | Potency, µM (series often up to 46.1 µM), for the others: top-dose growth rescue, usual class: activators | 0.063% of 410,000 active | AID 1347071, 2019; note: potency is the fitted concentration of half-maximal effect; nearly all actives have a fitted effect of over 55% in size
#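 Yeast A-beta toxicity model in growth medium with pinned compounds, 48 h at 30 C; growth read as absorbance at 600 nm. Normalized to FeCl3/clioquinol equimolar mix (positive) and DMSO (negative).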
# PTHR1 ag – qHTS for PTHR1 Agonists: Primary Screen; Parathyroid hormone/parathyroid hormone-related peptide receptor (Homo sapiens), Q03431; HEK293 GP2 PTHR1 cells, GloSensor cAMP luminescence, 1 h; Potency, µM (series often up to 115 µM), inactives show at the highest dose activation, usual class: activators; 0.075% of 410,000 active; note: potency is the fitted concentration of half-maximal effect; nearly all actives have a fitted effect of over 55% in size; some results filed as inactive show a strong effect at the top dose; inactives centre near -15; many of its hits are not listed in these tables
# Target sequence (Q03431 whole entry, looked up): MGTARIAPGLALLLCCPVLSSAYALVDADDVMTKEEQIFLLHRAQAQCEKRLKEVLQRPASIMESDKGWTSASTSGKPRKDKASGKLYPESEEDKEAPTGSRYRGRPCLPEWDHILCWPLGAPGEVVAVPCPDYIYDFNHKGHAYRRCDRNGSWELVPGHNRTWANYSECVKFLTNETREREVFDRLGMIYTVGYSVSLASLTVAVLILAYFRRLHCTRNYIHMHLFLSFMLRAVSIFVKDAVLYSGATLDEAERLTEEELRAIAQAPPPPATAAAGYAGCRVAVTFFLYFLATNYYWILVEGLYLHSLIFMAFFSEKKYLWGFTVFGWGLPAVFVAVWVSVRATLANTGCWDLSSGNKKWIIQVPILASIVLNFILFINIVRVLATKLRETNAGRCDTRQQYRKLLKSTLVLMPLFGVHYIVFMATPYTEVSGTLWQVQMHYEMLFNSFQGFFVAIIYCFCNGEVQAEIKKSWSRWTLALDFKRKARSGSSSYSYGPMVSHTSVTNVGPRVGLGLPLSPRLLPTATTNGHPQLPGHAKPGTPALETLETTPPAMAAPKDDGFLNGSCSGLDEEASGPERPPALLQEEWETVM
#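 HEK-293-derived GP2 cells expressing PTHR1 and a GloSensor cAMP reporter, 3,000/well, plated overnight, given luciferin plus IBMX (each 0.5 mM as added) for 1 h at 37 °C, then compound for 1 h at 37 °C. Luminescence was read after 15 min at room temperature.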
# FUS suppressor – qHTS for Suppressors of FUS Proteinopathy: Primary screen using FUS-linked yeast assay. 0.24% of 390,000 active. AID 1347120, 2019. S. cerevisiae FUS-expressing, growth rescue, OD600, 24 h. Potency, µM (series often up to 76.6 µM), for the others: at the top dose growth rescue (activation), actives largely listed as activators;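 note: potency is the fitted concentration of half-maximal effect; plate controls were DMSO vehicle for no effect and reference control for full effect; nearly all actives have a fitted effect of over 55% in size; some results filed as inactive show a strong effect at the top dose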
#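 Yeast expressing FUS under galactose induction, OD 0.005 in 2% galactose medium; compounds in a dilution series, 24 h at 30C. Growth rescue by absorbance at 600 nm; CP55940 positive control, DMSO negative.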
# HEK293 tox – qHTS of GLP-1 Receptor Inverse Agonists: Cytotox Screen. HEK293 cAMP-luciferase reporter cells, luminescence, 24 h. Potency, µM (top dose mostly 38.3 µM), for the others: top-dose activity change, negative = inhibition, hits mostly inhibitors. 0.13% of 410,000 active;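 note: loss of luciferase light is scored as toxicity; potency is the fitted concentration of half-maximal effect; % is set by controls: 0 for no effect and ±100 for the full control effect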
#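 MLSMR compounds, 24 hr on cells at 37 deg C/5% CO2; luminescence after luciferase reagent (12 min RT). Inhibition counted as the undesired cytotoxic outcome.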
# TDP43 rescue – qHTS of TDP-43 Inhibitors. TDP-43 expressing yeast growth rescue, BacTiter-Glo, 24 h. Potency, µM (highest dose often 46.1 µM), without a hit: top-dose growth rescue (activation), actives largely listed as activators. 1.8% of 410,000 active. AID 652104, 2013; note: potency is the fitted concentration of half-maximal effect; % of control where 0% means no effect; nearly all actives have a fitted effect of over 50% in size
#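 Galactose-induced TDP-43 yeast, OD600=0.02, compound pinned; 24 hr, 30 deg C; BacTiter-Glo luminescence for growth. Inhibitors of TDP-43 toxicity read as activators.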
# Akt phos inh – HTS Assay for Inhibitors of Akt Phophorylation: Primary Screen | Neuro2A IGF-stimulated pAkt S473 HTRF, 20 min; active compounds read low | activity change, % for hits at 50 µM | 0.32% of 360,000 active | AID 651550, 2012; in the data active = activity change below about -80%; inconclusive = mostly about -51% to -80%; note: % is set by controls: 0 for no effect and ±100 for the full control effect
#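 Neuro2A cells in DMEM with 0.5% FBS, overnight at 37 deg C, given compound at single 50 µM final, then IGF (6 nM final) for 20 min at 37 deg C. Lysed; phospho-Akt Ser473 by HTRF after 24 h, 665/615 ratio.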
# Mm-Cpn inhibitor – Inhibitors of TCP-1 ring complex (TRiC) of Methanococcus maripaludis (MmCpn): qHTS. Chaperonin Mm-Cpn (Methanococcus maripaludis). purified Mm-Cpn ATPase, ADP Transcreener TR-FRET. Potency, µM (highest dose often 76.9 µM), for inactives: at the highest dose activity, negative = inhibition, most hits filed as inhibitors. 0.031% of 330,000 active. AID 504842, 2011; note: potency is the fitted concentration of half-maximal effect; % is set by controls: 0 for no effect and ±100 for the full control effect; nearly all actives have a fitted effect of over 80% in size
#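 ATPase read-out: TR-FRET ADP immunoassay (anti-ADP Eu cryptate vs ADP-d2), ex 320 nm, em 590/665 nm; signal drops as ADP forms. Enzyme 25 nM, ATP 10 uM, 30 min at 37°C after 10 min compound preincubation.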
# aSyn rescue – qHTS of alpha-syn Inhibitors | Yeast expressing alpha-synuclein, growth rescue, BacTiter-Glo, 24 h | Potency, µM (titrated, usually from 46.1 µM), for the others: at the top dose growth rescue (activation), most hits filed as activators | 0.14% of 370,000 active | AID 652106, 2013; note: potency is the fitted concentration of half-maximal effect; % of control where 0% means no effect; nearly all actives have a fitted effect of over 65% in size
#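 Readout is rescue of growth in alpha-synuclein-expressing yeast, so inhibitors of toxicity appear as activators. Growth after 24 hr at 30 deg C in galactose medium is quantified by luminescence.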
# GLP-1R inv ag – qHTS of GLP-1 Receptor Inverse Agonists (Inhibition Mode); Glucagon-like peptide 1 receptor (Homo sapiens), P43220; 1.6% of 410,000 active; Potency, µM (titrated, usually from 38.3 µM), for the others: at the highest dose activity change, negative = inhibition, usual class: inhibitors; HEK293 GLP-1R CRE-luciferase, luminescence, 24 h; GLP-1R form is constitutively active; note: potency is the fitted concentration of half-maximal effect; % is set by controls: 0 for no effect and ±100 for the full control effect; nearly all actives have a fitted effect of over 55% in size
# Target sequence (P43220 whole entry, looked up): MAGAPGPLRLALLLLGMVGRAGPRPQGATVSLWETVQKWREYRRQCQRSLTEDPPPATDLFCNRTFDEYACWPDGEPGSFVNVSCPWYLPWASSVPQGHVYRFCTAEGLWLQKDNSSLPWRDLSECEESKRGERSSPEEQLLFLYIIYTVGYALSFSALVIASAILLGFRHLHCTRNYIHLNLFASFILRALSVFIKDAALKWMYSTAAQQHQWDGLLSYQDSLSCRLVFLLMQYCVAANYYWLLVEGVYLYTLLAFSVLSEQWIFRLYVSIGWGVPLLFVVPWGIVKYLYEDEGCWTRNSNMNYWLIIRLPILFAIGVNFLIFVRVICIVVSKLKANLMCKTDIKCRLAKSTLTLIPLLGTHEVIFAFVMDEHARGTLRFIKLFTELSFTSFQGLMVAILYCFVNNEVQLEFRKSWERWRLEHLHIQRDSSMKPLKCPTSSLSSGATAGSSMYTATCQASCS
#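 qHTS in 1536-well format: reporter HEK293 cells expressing constitutive GLP-1R activity in DMEM + 10% Nu serum, 24 hr with compounds at 37 deg C, luminescence read after 12 min with detection reagent.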
# * hit, by the source's call; i = inactive; ? = inconclusive; / = no result given; [ ] = dose if it differs, or a comment. Unless noted, calls come from the whole dose curve; as a rule, active = well fitted curve in the direction sought with a large enough effect; inconclusive = small, poorly fitted or top-dose-only effect, or another doubt; inactive = no such curve, though single readings can be large; an effect the other way counts as inactive or inconclusive. These rows are one share of the data; the hit share may differ from the screen's.
SMILES,Abeta rescue,PTHR1 ag,FUS suppressor,HEK293 tox,TDP43 rescue,Akt phos inh,Mm-Cpn inhibitor,aSyn rescue,GLP-1R inv ag
Cc1c(C)n(CC(O)CN2CCN(C)CC2)c2ccccc12 (stereo not drawn),/,i,-15%,-19%,8%,i,1%,0%,-27%
Cc1ccc(C(=O)NCCCNC(=O)c2ccccn2)cc1,-2%,i,10%,-14%,-8%,i,2%,4%,10%
COc1cc(/C=N/NC(=O)c2ccoc2C)ccc1O,10%,i,-12%,-3%,5%,i,0%,0%,40%[activator]
COc1ccc(C)cc1S(=O)(=O)N(CC(N)=O)Cc1ccccc1,7%[9.22 µM],i,-38%,24%,9%,i,-1%,0%,-2%
COc1cc(CNC(=O)c2cc(-c3cc(Cl)ccc3C)n[nH]2)cc(OC)c1,-16%,-17%,?,-4%,23%,i,/,18%,?
CN(CC(=O)NC1CC1)S(=O)(=O)c1cc(Cl)ccc1Cl,0%,i,-8%,-3%,7%,i,-1%,-5%,13%
CC(C)(C)C1CCc2onc(C(=O)NCc3ccc(F)cc3)c2C1 (stereo not drawn),-46%[inhibitor],-29%,/,6%,-2%,i,0%,17%,?
CCS(=O)(=O)n1nc(-c2ccco2)nc1N,13%,i,-1%,-1%,-2%,i,5%,4%,1%
NC(N)=Nc1nc(-c2ccccc2)c2ccccc2n1,-17%,-8%,8%,?,-19%,i,3%,2%,0%
CC(C)NC(=O)c1ccccc1NC(=O)CS(=O)(=O)Cc1ccccc1,-1%,-3%[57.5 µM],21%,5%,-15%,i,2%,1%,0%
CCN(C(=O)CSc1nc2ccc(O)cc2c(=O)n1-c1ccc(OC)c(OC)c1)C1CCS(=O)(=O)C1 (stereo not drawn),5%,i,19%,-3%,-11%,i,-22%,0%,7%
COC(=O)CCC(=O)NNC(=O)c1ccc(Cl)cc1Cl,9%,i,-7%,1%,-11%,i,2%,-13%,14%

# A draw from above in order of length of the SMILES, highest first:
SMILES,Abeta rescue,PTHR1 ag,FUS suppressor,HEK293 tox,TDP43 rescue,Akt phos inh,Mm-Cpn inhibitor,aSyn rescue,GLP-1R inv ag
COc1ccc(C)cc1S(=O)(=O)N(CC(N)=O)Cc1ccccc1,7%[9.22 µM],i,-38%,24%,9%,i,-1%,0%,-2%
Cc1ccc(C(=O)NCCCNC(=O)c2ccccn2)cc1,-2%,i,10%,-14%,-8%,i,2%,4%,10%
COc1cc(/C=N/NC(=O)c2ccoc2C)ccc1O,10%,i,-12%,-3%,5%,i,0%,0%,40%[activator]

# (continued)
SMILES,Abeta rescue,PTHR1 ag,FUS suppressor,HEK293 tox,TDP43 rescue,Akt phos inh,Mm-Cpn inhibitor,aSyn rescue,GLP-1R inv ag
N#Cc1cccc(OC(=O)c2ccc3c(=O)n4c(nc3c2)CCC4)c1,-7%,14%,34%,-2%,-29%,i,0%,17%,0%
O=C(Nc1ccc([N+](=O)[O-])cc1Br)c1cccnc1,-8%,i,-13%,4%,5%,i,-1%,-4%,8%
CC1CCN(CCC(=O)Nc2ccc3c(c2)CCC3)CC1,4%,-16%,-8%,8%,-15%,i,0%,0%,6%
Cc1ccc(S(=O)(=O)N2CCN(C(=O)N3CCOCC3)CC2)c(C)c1,2%,-23%,-5%,-4%,20%,i,0%,4%,-9%
CC(C)c1nnc(NC(=O)C2CCCN2S(=O)(=O)c2ccc(Cl)cc2)s1 (stereo not drawn),-3%,-89%[inhibitor],20%,2%,0%,i,2%,1%,-7%
COc1cccc(OCCSc2nc3ccccc3n2CC(=O)N2CCCCC2)c1,-3%,i,39%,5%,17%,/,/,/,-7%
Cc1cc(C)c2oc(-c3cccc(NC(=O)c4ccco4)c3)nc2c1,1%,i,42%,-2%,-7%,/,/,/,-7%
S=C(NCc1cccnc1)Nc1ccc(Cl)cc1Cl,-14%,-27%,-10%,21%,8%,i,2%,-10%,1%
CCc1ccc(CNC(=O)c2ccc(NC(=O)N3CC(C)Sc4ccccc43)cc2)cc1 (stereo not drawn),-8%,-19%,-1%,-1%,9%,/,/,/,?
C=CCNCCOCCOc1ccc(Cl)cc1C(C)(C)C,0%,i,/,-25%,-25%,i,1%,-10%,?
CC[n+]1ccccc1/C=C/Nc1ccccc1,-8%,i,-6%,-17%,2%,i,3%,-2%,6%
Cc1ccc([C@H]2C[C@H](n3cc(C4CC4)nn3)[C@@H](O)CN2C(=O)C2CCCCC2)cc1,0%,-20%,5%,-7%,22%,i,/,1%,-19%
Cc1nn2c(C)c(C(=O)NCc3ccc(OC(C)C)cc3)cnc2c1-c1ccc(F)cc1,-13%,18%,-14%,2%,8%,/,/,/,-2%
O=C(C1CCCO1)N1CCN(C(c2ccccc2)c2ccccc2)CC1 (stereo not drawn),9%,-12%[57.5 µM],-4%,-5%,-2%,i,0%,16%,0%
CCCCOC(=O)c1ccc(-n2nnc3c(sc4nc(C)cc(C)c43)c2=O)cc1,-20%,i,-17%,-1%,-2%,/,/,/,67%[activator]
CN(c1ccccc1C(=O)Nc1ccc2c(c1)OCCO2)S(C)(=O)=O,13%,-1%[57.5 µM],-2%,-19%,-3%,i,2%,1%,0%
O=C(NC1CC1)c1ccc(-c2cnc3cccnn23)cc1,-25%,-9%,-21%,3%,13%,i,/,-9%,2%
CCN(C(=O)COC(=O)c1cccc(S(=O)(=O)N(CC)CC)c1)C1CCS(=O)(=O)C1 (stereo not drawn),-12%,-35%[inhibitor],14%,9%,-5%,i,-2%,-9%,0%
CCCOc1c(Cl)cc(C(=O)NC)cc1OC,7%,8%,3%,1%[7.66 µM],10%,i,1%,-7%,-14%[7.66 µM]
COC(=O)c1cc2c(-c3ccccc3)c(C)c3ccccn3c-2c1C(=O)OC,10%,-12%[57.5 µM],?,?,21%,?,-29%,16%,?
CNC(=S)N(Cc1ccc2c(c1)OCO2)C1CC(=O)N(c2ccc(F)cc2)C1=O (stereo not drawn),28%,-19%,-12%,-13%,10%,i,3%,0%,?
CCn1cc(S(=O)(=O)CC(=O)NC2CCCCC2)c2ccccc21,6%,i,7%,-8%,4%,i,-1%,-2%,0%
CCc1nnc2c(Nc3cccc(C(C)=O)c3)nc3ccccc3n12,-4%,i,3%,4%,-8%,/,/,/,13%
CN1CCC(N(C)C(=O)NC2CCCCC2)CC1,-9%,-24%,22%,2%,-12%[9.22 µM],i,-15%,-3%,-22%
Cc1ccc(OCCNC(=O)[C@H]2O[C@@H](n3ccc(N)nc3=O)[C@H](O)[C@@H]2O)cc1C,-14%,-22%,-14%,-9%,21%,i,/,3%,28%
Cc1c(/N=C(\[O-])Nc2ccc(Br)cc2)sn[n+]1C,5%,-35%,5%,-6%,?,i,1%,0%,?
COc1cc(OC)c(C(=O)OCC(=O)Nc2cccc(S(=O)(=O)NC3=NCCCCC3)c2)cc1OC,-3%,i,/,-13%,17%,i,/,5%,1%
COC(=O)C1CCN(Cc2cn(-c3ccccc3)nc2-c2ccc3c(c2)OCO3)CC1,3%,i,1%,-2%[7.66 µM],6%,i,-3%,0%,-28%[7.66 µM]
CCOc1cc(Br)c(C(=O)O)cc1OCC,9%,i,19%,2%,-11%,i,1%,1%,0%
CC1=C(C(=O)N(C(C)C)C(C)C)CC(CC(=O)NCCCN(C)C)C(=O)N1Cc1ccc(F)cc1 (stereo not drawn),-7%,-15%,-9%,4%,24%,i,/,-11%,8%
COc1ccc(Nc2ncnc3ccc([N+](=O)[O-])cc23)c(OC)c1,4%,i,-6%,27%,30%,i,0%,0%,-22%
COC(=O)C1=NNC2C(=O)N(c3ccc(C)cc3)C(=O)C12 (stereo not drawn),1%,i,-8%,-5%,-5%,i,-3%,-1%,-12%
O=C(c1ccc(S(=O)(=O)NCC2CCCO2)cc1)N1CCc2ccccc21 (stereo not drawn),3%,-19%[57.5 µM],2%,-4%,4%,i,-1%,1%,-7%

# Entries of single compounds as entered above. Order of screens: Abeta rescue	PTHR1 ag	FUS suppressor	HEK293 tox	TDP43 rescue	Akt phos inh	Mm-Cpn inhibitor	aSyn rescue	GLP-1R inv ag
# Shown for COc1cc(OC)c(C(=O)OCC(=O)Nc2cccc(S(=O)(=O)NC3=NCCCCC3)c2)cc1OC → -3%	i	/	-13%	17%	i	/	5%	1%
# Shown for COC(=O)C1=NNC2C(=O)N(c3ccc(C)cc3)C(=O)C12 (stereo not drawn) → 1%	i	-8%	-5%	-5%	i	-3%	-1%	-12%
# Shown for COc1ccc(Nc2ncnc3ccc([N+](=O)[O-])cc23)c(OC)c1 → 4%	i	-6%	27%	30%	i	0%	0%	-22%
